Assay outcomes: PubChem BioAssay, National Center for Advancing Translational Sciences (NCATS)
Vif-A3G inh – qHTS for Inhibitors of Vif-A3G Interactions: qHTS; Potency, µM (doses to about 46.1 µM), for inactives: at the top dose activity, negative = active, most hits filed as inhibitors; DNA dC->dU-editing enzyme APOBEC-3G (Homo sapiens), Q9HC16; HeLa A3G-eYFP + Vif (tagged APOBEC3G with the HIV-1 protein that degrades it), YFP fluorescence, overnight; 0.076% of 410,000 active;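 note: potency is the fitted concentration of half-maximal effect; % is set by controls: 0 for no effect and ±100 for the full control effect; nearly all actives have a fitted effect of over 60% in size; hits raise eYFP signal because A3G escapes Vif-driven loss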
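Read-out is eYFP fluorescence (Ex 488/Em 500-530) from Vif-expressing HeLa A3G-eYFP cells; more signal means A3G escaped Vif-mediated degradation. Cells plated overnight, compound pinned in, incubated overnight at 37 deg C.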
USP1-UAF1 inh – Inhibitors of USP1/UAF1: Primary Screen; recombinant USP1/UAF1, Ub-Rhodamine cleavage fluorescence; Potency, µM (titrated, usually from 57.1 µM), for inactives: at the top dose activity change, negative = inhibition, actives largely listed as inhibitors; 0.23% of 390,000 active; Ubiquitin carboxyl-terminal hydrolase 1 (Homo sapiens), O94782; AID 743255, 2014; note: potency is the fitted concentration of half-maximal effect; % is set by controls: 0 for no effect and ±100 for the full control effect; nearly all actives have a fitted effect of over 60% in size; inactives centre near -12
Target sequence (O94782 whole entry, looked up): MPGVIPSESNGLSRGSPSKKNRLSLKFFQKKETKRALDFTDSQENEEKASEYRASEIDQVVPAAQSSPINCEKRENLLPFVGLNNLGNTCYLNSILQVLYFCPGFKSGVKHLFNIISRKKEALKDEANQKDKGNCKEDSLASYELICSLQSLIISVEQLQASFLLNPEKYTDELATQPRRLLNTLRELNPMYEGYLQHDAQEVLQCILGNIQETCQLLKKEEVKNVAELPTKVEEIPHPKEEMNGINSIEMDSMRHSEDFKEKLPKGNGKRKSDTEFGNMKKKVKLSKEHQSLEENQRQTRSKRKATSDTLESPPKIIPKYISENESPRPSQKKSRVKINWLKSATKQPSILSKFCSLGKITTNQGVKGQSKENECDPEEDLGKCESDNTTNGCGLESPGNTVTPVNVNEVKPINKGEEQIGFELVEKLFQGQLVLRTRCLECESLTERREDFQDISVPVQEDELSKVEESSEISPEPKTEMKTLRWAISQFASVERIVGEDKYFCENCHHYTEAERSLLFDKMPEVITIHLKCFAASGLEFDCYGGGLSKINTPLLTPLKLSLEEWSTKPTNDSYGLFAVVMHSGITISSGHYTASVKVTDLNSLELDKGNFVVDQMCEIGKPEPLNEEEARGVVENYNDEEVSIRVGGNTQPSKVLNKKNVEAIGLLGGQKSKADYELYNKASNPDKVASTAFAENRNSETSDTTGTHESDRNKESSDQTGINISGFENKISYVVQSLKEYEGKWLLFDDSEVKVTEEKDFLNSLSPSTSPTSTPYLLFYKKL
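1 nM enzyme complex + cpd, 15 min RT; start with Ub-Rho 150nM final; kinetic fluorescence ex 480/em 540, 6 reads q60 s. Buffer 50mM HEPES pH 7.8, 0.5mM EDTA, 0.1 mg/ml BSA, 1mM TCEP, 0.01% Tween-20.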
GRP78 ERSR act – qHTS for Inducers of the Endoplasmic Reticulum Stress Response (ERSR) in Human Glioma: qHTS | Potency, µM, for inactives: at the highest dose activation, actives largely listed as activators | 0.02% of 420,000 active | U87-MG GRP78 promoter luciferase reporter, 16 h; note: potency is the fitted concentration of half-maximal effect; series mostly up to about 76 µM; % of control where 0% means no effect; nearly all actives have a fitted effect of over 35% in size
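ERSR induction read as luciferase luminescence (Bright-Glo, 10 min at room temperature) in stably transfected human U87-MG glioma cells exposed to compounds for 16 h, using GRP78 as sensor.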
LDHA inh – qHTS assay for inhibitors of human lactate dehydrogenase; 0.15% of 480,000 active; purified LDHA, NADH/diaphorase-resazurin fluorescence; stronger effect = lower value; L-lactate dehydrogenase A chain (Homo sapiens), P00338; AID 1347041, 2019; activity change, % (values are at about 110 or 230 µM); in the data active = activity change below about -30%; inconclusive = mostly about -25% to -30%;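 note: plate controls were DMSO wells for no effect and wells without enzyme for full effect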
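Resorufin fluorescence (ex540/em590), read at 0 and 20 min after diaphorase/resazurin addition, reports the NADH left after a 5 min room-temperature reaction of 2 nM human LDH5 with 0.06 mM NADH and 0.2 mM pyruvate.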
TrxR1 inh – qHTS Assay for Inhibitors of Mammalian Selenoprotein Thioredoxin Reductase 1 (TrxR1): qHTS; Thioredoxin reductase 1, cytoplasmic (Rattus norvegicus), O89049; recombinant rTrxR1, NADPH fluorescence consumption, selenite substrate; Potency, µM (titrated, usually from 114 µM), for the others: top-dose activity change, negative = inhibition, usual class: inhibitors; 1% of 390,000 active; AID 588453, 2011; note: potency is the fitted concentration of half-maximal effect; % is set by controls: 0 for no effect and ±100 for the full control effect; nearly all actives have a fitted effect of over 65% in size
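Rat TrxR1 (90 nM in the dispensed reagent) was pre-reduced with 400 uM NADPH for 5 min at room temperature, then incubated with compound for 15 min. After 400 uM selenite was added, NADPH fluorescence (Ex 340/Em 450 nm) was followed for 8 min.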
IDH1 R132H inh – qHTS for Inhibitors of mutant isocitrate dehydrogenase 1 (IDH1): qHTS | Isocitrate dehydrogenase [NADP] cytoplasmic (Homo sapiens), O75874 | IDH1-R132H enzyme, NADPH consumption, diaphorase/resazurin fluorescence | Potency, µM (series often up to 76.6 µM), inactives show top-dose activity change, negative = inhibition, usual class: inhibitors | 0.093% of 390,000 active; note: potency is the fitted concentration of half-maximal effect; % is set by controls: 0 for no effect and ±100 for the full control effect; nearly all actives have a fitted effect of over 65% in size
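IDH1-R132H (0.5 ug/mL) preincubated 30 min with compound, then NADPH (0.016 mM) and alpha-KG (2 mM) added; 80 min at RT, pH 7.5. Remaining NADPH coupled via diaphorase/resazurin to fluorescence (540/590 nm); concentration-response curves normalized to no-enzyme control.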
Vif-APOBEC3F blk – qHTS for Inhibitors of Vif-A3F Interactions: qHTS; HeLa A3F-eYFP + Vif (tagged APOBEC3F with the HIV-1 protein that degrades it), YFP fluorescence increase; Potency, µM (doses to about 46.1 µM), without a hit: at the top dose activity, negative = active; 0.2% of 390,000 active; note: potency is the fitted concentration of half-maximal effect; % of control where 0% means no effect; nearly all actives have a fitted effect of over 65% in size
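HeLa cells stably expressing Vif plus C-terminally eYFP-tagged A3F were seeded, incubated overnight at 37 deg C, dosed with compound, incubated overnight again at 37 deg C. Yellow fluorescence (Ex 488/Em 500-530) reported blocked Vif-mediated A3F-eYFP degradation.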
TrxR1 substrate – qHTS Assay for Substrates of Mammalian Selenoprotein Thioredoxin Reductase 1 (TrxR1): qHTS; Thioredoxin reductase 1, cytoplasmic (Rattus norvegicus), O89049; purified TrxR1 substrate turnover, NADPH consumption readout; Potency, µM (titrated, usually from 114 µM), inactives show at the top dose activity change, negative = substrate turnover; 0.01% of 390,000 active; AID 588456, 2011; note: potency is the fitted concentration of half-maximal effect; % is set by controls: 0 for no effect and ±100 for the full control effect; nearly all actives have a fitted effect of over 50% in size
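Rat TrxR1, dispensed at 90 nM, was prereduced with 400 uM NADPH (final) for 5 min at ~22 deg C, then incubated with compound 15 min before 400 uM selenite. A first-read NADPH fluorescence drop versus no-compound background flagged substrates.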
RGS4 inh – Inhibitors of Regulator of G Protein Signaling (RGS) 4: qHTS; Regulator of G-protein signaling 4 (Homo sapiens), P49798; Transcreener GDP fluorescence polarization, RGS4-accelerated GTP hydrolysis; Potency, µM (titrated, usually from 114 µM), for inactives: top-dose activity change, negative = inhibition, hits mostly inhibitors; 0.039% of 390,000 active; note: potency is the fitted concentration of half-maximal effect; % is set by controls: 0 for no effect and ±100 for the full control effect; nearly all actives have a fitted effect of over 75% in size; some results filed as inactive show a strong effect at the top dose
Target sequence (P49798 whole entry, looked up): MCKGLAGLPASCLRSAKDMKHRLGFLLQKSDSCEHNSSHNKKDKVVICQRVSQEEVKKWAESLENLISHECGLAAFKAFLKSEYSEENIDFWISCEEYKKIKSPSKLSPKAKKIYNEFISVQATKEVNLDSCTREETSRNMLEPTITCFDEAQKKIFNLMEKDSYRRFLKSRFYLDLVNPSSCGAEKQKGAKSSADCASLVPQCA
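MLSMR compounds (23 nl, pin-transferred) preincubated 10 min at room temperature with a 500nM (2x) first reagent, then RGS4 at 900nM (2x) plus Transcreener GDP mix added; fluorescence polarization (620/688 nm) read before and after 90 min at 30 °C.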
The depositor's hits bear a star; ? = inconclusive; / = no result given; & = joins results of further samples; [ ] = remark or other dose. Unless noted, calls come from the whole dose curve; as a rule, active = well fitted curve in the direction sought with a large enough effect; inconclusive = small, poorly fitted or top-dose-only effect, or another doubt; inactive = no such curve, though single readings can be large; an effect the other way counts as inactive or inconclusive. Only part of the results is shown; count on the stated rates, not on these rows.

Compound | LDHA inh | USP1-UAF1 inh | TrxR1 inh | GRP78 ERSR act | IDH1 R132H inh | TrxR1 substrate | Vif-APOBEC3F blk | RGS4 inh | Vif-A3G inh
[O-]/C(=C(\C(=S)Nc1ccccc1F)[n+]1ccccc1)c1ccc(OC(F)F)cc1 | -4 | ? | ? | 1% | 4% | 3% | 1% | 10%[11.4 µM] | -2%
CC1CCN(CCOCCOc2ccccc2Br)CC1 | -14 | -9% | 16%[57.1 µM] | 1% | -1% | 8%[57.1 µM] | -8% | -20% | 1%
Cc1ccc(NC(=O)NCCN2CCCCC2)cc1C | 3 | -8% | 19% | 0% | 18% | 14%[2.29 µM] | ? | -13% | 0%
Cc1c(C(=O)Nc2ccccc2)csc1-c1ccccc1 | -8 | -4% | -13% | -7% | 7% | -13% | 1% | 7% | 1%
c1ccc(CN2CCN(c3ncnc4c3cnn4-c3ccccc3)CC2)cc1 | -2 | -8% | 5%[57.1 µM] | -2% | -13% | -6%[57.1 µM] | 1% | 9% | -2%
CC1=NN(c2nc3ccccc3[nH]2)C(=O)C1Cc1ccccc1 (stereo not given) | -12 | 1% | -1%[11.4 µM] | -6% | -1% | 4% | ? | -12% | ?
CN(CC(=O)Nc1cccc(F)c1)C(=O)c1ccccc1CCc1ccccc1 | -1 | -22% | -2% | -2% | 2% | -5% | 7% | -17% | -3%
O=C1CC(c2ccccc2)CC2=C1C=Nc1ccccc1N2 (stereo not given) | -1&-9 | -5% | -21% | -9% | -12% | -19% | 0% | 9% | ?
CCCCCCCNC(=O)C1(CC2CC(c3ccccc3)=NO2)CCN(C(=O)OC(C)(C)C)CC1 (stereo not given) | -3 | -23% | 17%[57.1 µM] | 4% | 0% | 3%[57.1 µM] | 2% | 8% | 5%
Cc1ccc(-c2csc3nc(C(C)C)oc(=O)c23)c(C)c1 | 0 | -14% | -10% | -2% | 3% | 1% | 2% | -29% | -1%
CC(NC(=S)N1CCOCC1)c1ccccc1 (stereo not given) | -2 | -9% | -22% | -5% | -5% | -12% | 0% | -19% | -1%
CSc1nsc(SC)c1-c1ccc(Cl)cc1 | -8 | -9% | / | -4% | 2% | / | -13% | / | -6%
Cc1cccc(NC(=S)N(CCCN2CCOCC2)Cc2cn(C)c3ccccc23)c1 | -2 | -4% | 3% | -1% | 0% | -1% | -21% | -10% | 0%
COCCN(CC1CCCN(C2Cc3ccccc3C2)C1)C(=O)c1ccc(C(C)=O)cc1 (stereo not given) | -2 | -7% | 3% | 0% | -6% | 4% | 16% | 36% | 8%
CCCCOP(=O)(c1ccc(N(C)C)cc1)C(O)c1ccc(OC)c(OC)c1 (stereo not given) | -13 | -23% | 8% | -1% | 4% | 5% | -14% | 9% | -6%
CN(CC(=O)Nc1ccccc1C(F)(F)F)C(=O)c1ccc(N2C(=O)CCC2=O)cc1 | -5 | -11% | -9%[57.1 µM] | -1% | -2% | -5%[57.1 µM] | -6% | 11% | 1%
COc1ccc(OC2C(=O)N(c3ccc(C)c(C)c3)C2c2ccc(OC)c(OC)c2)cc1 (stereo not given) | -7 | -30% | 20% | -3% | 0% | 1% | 9% | -3% | 1%
COc1ccc(Cl)cc1NC(=O)Cn1nc(C(F)(F)F)c2c1CCCC2 | 2 | -32% | 12% | -1% | 3% | -9% | -1% | -2% | 6%
CC1(C)NC(=O)N(CCOCCOc2ccccc2-c2ccccc2)C1=O | 2 | -16% | -3% | -3% | 12% | 1% | 1% | 8% | 0%
O=C(NCCc1ccccc1)C1CCCN1C(=O)NCc1ccccc1 (stereo not given) | 0 | -9% | 28%[57.1 µM] | -5% | 4% | -9% | -2% | -7%[11.4 µM] | 1%
CCOC(=O)c1c(S(=O)(=O)N2CCCC(C(=O)Nc3cccc(C#N)c3)C2)c(C)n(C)c1C (stereo not given) | -1 | -21% | 15%[57.1 µM] | -1% | 29% | 0%[57.1 µM] | 1% | 26% | 2%
Nc1nc(-c2ccc3c(c2)CCCC3)cs1 | -1 | -11% | -10% | ? | 1% | -7% | -12% | -50% | 1%
O=C(NCc1ccccn1)c1cccc(NS(=O)(=O)c2ccc(Br)cc2)c1 | -1 | -18% | -9% | -3% | 0% | -1% | 1% | -8% | -1%
COc1ccc(NC(=O)CN2CCN(c3ccccc3)CC2)cc1 | -1 | 6% | 11% | 0% | 10% | 5% | 12% | -1% | -4%
COc1ccc(C(=O)NCC(=O)OCC(=O)NC(=O)NC2CCCCC2)cc1OC | -2 | 1% | -10% | -3% | 0% | 0% | ? | -13% | 4%
CN(CC(O)CON=C1c2ccccc2-c2ccccc21)S(=O)(=O)c1ccc(Br)cc1 (stereo not given) | -4 | -3% | 2% | -5% | -3% | -4% | ? | 9% | -1%
CC[C@]12c3[nH]c4cc(-c5ccco5)ccc4c3CCN1C(=O)[C@@H](CC(=O)NCCCn1ccnc1)C[C@@H]2C(=O)N1CCN(C(=O)C2CC2)CC1 | -6 | -23% | 7% | -6% | 3%[38.3 µM] | 30% | 4% | -26% | -1%
CCOc1ccc(CCNc2nc3c(c(=O)n(C)c(=O)n3C)n2CC)cc1OCC | -3 | -20% | 6% | -3% | 3% | 1% | -15% | 2% | 1%
CCC(=O)N1CCc2cc(Br)c(S(=O)(=O)NCCN3CCCCC3CC)cc21 (stereo not given) | -2 | -19% | 2%[11.4 µM] | -4% | 4% | 15%[57.1 µM] | 5% | 15% | -1%
Cc1onc(-c2ccccc2Cl)c1C(=O)Nc1nnc(C2CCCCC2)s1 | 1 | / | 11% | 0% | / | -2% | / | -2% | -3%
O=C(OCC(=O)N1CCCC1)c1ccc(Cl)nc1 | -1 | -10% | 3% | -5% | 26% | 2% | 3% | 11% | -1%
COc1ccc(CNC(=O)[C@@H](C)NC(=O)C2CCN(C(=O)[C@@H](N)CCSC)CC2)cc1 | -8 | 2% | 8% | -3% | 4% | 6% | -1% | 12% | -1%
CCOC(=O)N/N=C/c1ccc(F)cc1 | -5 | -1% | 5% | 2% | 4% | 0% | 0% | 4% | 1%
CCCCCN(C(=O)CCC(=O)OCC(=O)Nc1ccc(C)cc1F)c1c(N)n(CCCC)c(=O)[nH]c1=O | -1 | -13% | 12% | 5% | -2% | 1% | 5% | -1% | -1%
CN(C)c1cccc(C(=O)OCC(=O)N(C)c2ccccc2)c1 | -4 | -25% | 31% | 1% | 4% | 9% | -1% | -1% | -1%
CC(c1ccccc1)n1c(SCC(=O)Nc2ccccc2)n[nH]c1=O (stereo not given) | -13 | -27% | -9% | -1% | 0% | -7% | -4% | 8% | 2%
Cc1cc(NC(=O)CSCC(=O)Nc2nc3ccc(F)cc3s2)no1 | -9 | -2% | 2% | -1% | -12% | -6% | -18% | 7% | -1%
COc1ccc(/C=C2\SC(=O)N(CC(=O)NC3C=CS(=O)(=O)C3)C2=O)cc1 (stereo not given) | -1 | -15% | 6% | -4% | 0% | -8% | 6% | -5% | 0%
CC(C)CN(C(=O)COC(=O)CSc1ccccc1)c1c(N)n(Cc2ccccc2)c(=O)[nH]c1=O | -6 | -8% | 8% | -6% | -2% | -3% | -24% | -5% | -3%
CCn1cc(C(=O)NCCCN2CCCC2)c(=O)c2cc(S(=O)(=O)N3CCc4ccccc4C3)ccc21 | 2 | -21% | 13% | -3% | 5% | 1% | 0% | -40%[56.9 µM] | 6%
S=C(Nc1ccccc1)Nn1cnnc1 | -3 | -3% | -18% | -2% | 0% | 10%[0.457 µM] | -17% | 7% | 2%
CC(C)(C)n1nnnc1C(c1cccnc1)N(Cc1ccccc1)Cc1cccs1 (stereo not given) | 1 | -26% | 16% | -7% | -1% | 0% | -7% | -16% | -1%
Clc1ccc(-c2nc3ncccn3c2Nc2ccc3c(c2)OCCO3)cc1 | 0&8 | -19%&-9% | 26%&11% | -1%&-1% | -14%&3% | 8%&1% | -1%&-5% | -6%&-18% | 1%&0%
CC(C)Nc1nc(NC(C)(C)C)nc(Oc2ccc(=O)n(C)n2)n1 | 1 | -7% | 13% | ? | 0% | 9% | 3% | -3% | 6%
CCn1cc(C(=O)N2CCN(c3cccc(C(F)(F)F)c3)CC2)c2cc(OC)c(OC)cc2c1=O | 1 | -23% | 7% | 2% | 11% | 1% | 5% | -18% | -7%
CC(=O)N1CCCc2cc(S(=O)(=O)CCC(=O)N3CCN(c4ccccc4)CC3)ccc21 | -3 | -23% | 14% | -3% | 3% | 5% | -3% | -33% | -1%
